CHRM1 PAM: human CHRM1 positive allosteric modulation; P11229; CHO-K1 hM1, Fluo-8 calcium fluorescence, ACh EC20; 0% = ACh EC20, 100% = maximal ACh; activation, % at 3 µM; 360,000 tested, 0.088% active; in the data active means activation above about 19%, passing the limit was not always enough
Target sequence (P11229 whole entry, looked up): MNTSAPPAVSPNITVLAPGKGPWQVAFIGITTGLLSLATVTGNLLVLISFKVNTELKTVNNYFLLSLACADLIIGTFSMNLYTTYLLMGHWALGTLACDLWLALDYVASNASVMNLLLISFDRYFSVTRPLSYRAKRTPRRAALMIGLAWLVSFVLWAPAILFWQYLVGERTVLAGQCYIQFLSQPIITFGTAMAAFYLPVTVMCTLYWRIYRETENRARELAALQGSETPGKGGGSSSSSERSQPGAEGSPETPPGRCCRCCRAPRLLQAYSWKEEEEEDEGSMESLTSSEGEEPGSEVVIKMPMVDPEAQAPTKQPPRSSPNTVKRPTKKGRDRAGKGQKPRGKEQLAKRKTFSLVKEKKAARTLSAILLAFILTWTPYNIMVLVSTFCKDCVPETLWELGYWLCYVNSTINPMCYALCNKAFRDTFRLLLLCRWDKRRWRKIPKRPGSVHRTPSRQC
CHO parental Ca: counter-screen: ATP calcium response change in parental CHO cells; parental CHO-K1, ATP-induced calcium, Fluo-8 fluorescence; inhibition, % at 5.6 µM; 330,000 tested, 0.63% active; AID 463079;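 active means inhibition above that plate's mean sample inhibition plus 3 SD, cut at about 26% in these data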;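 further: 0% = ATP-challenged DMSO wells and 100% = DMSO wells without ATP; some compounds past the cut are filed as inactive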
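material = parental CHO cells | also added = ATP as calcium-mobilizing challenge | dosing = single point at 5.6 µM | detection = intracellular calcium via Fluo-8 no-wash fluorescent dye | read-out = % inhibition | benchmarks = low control ATP plus DMSO, high control DMSO only | repeats = one well per compound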
CHRM1 antagonist: blocks human M1 muscarinic receptor. P11229. CHO-K1 hM1, Fluo-8 calcium fluorescence, ACh EC80 antagonist. inhibition, % at 3 µM. 360,000 tested, 1.3% active. AID 588852;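 active means percent inhibition above its own plate's cutoff, namely the mean of that plate's compound wells plus 3 SD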;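 further: peak over basal fluorescence ratio during 140 s after agonist addition; 0% = ACh EC80 plus DMSO and 100% = DMSO alone without agonist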
TAAR1 antag: human TAAR1 antagonism | Q96RJ0 | CHO RD-HGA16 TAAR1, Fluo-8 calcium fluorescence, antagonist | inhibition, % at 3 µM | 360,000 tested, 1.5% active | AID 624466;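 active means inhibition above a per-plate cutoff, the mean inhibition of test compounds on that plate plus 3 SD, cut at about 49% in these data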;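 further: 0% = DMSO plus EC80 beta-PEA response and 100% = DMSO alone without agonist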
Target sequence (Q96RJ0 whole entry, looked up): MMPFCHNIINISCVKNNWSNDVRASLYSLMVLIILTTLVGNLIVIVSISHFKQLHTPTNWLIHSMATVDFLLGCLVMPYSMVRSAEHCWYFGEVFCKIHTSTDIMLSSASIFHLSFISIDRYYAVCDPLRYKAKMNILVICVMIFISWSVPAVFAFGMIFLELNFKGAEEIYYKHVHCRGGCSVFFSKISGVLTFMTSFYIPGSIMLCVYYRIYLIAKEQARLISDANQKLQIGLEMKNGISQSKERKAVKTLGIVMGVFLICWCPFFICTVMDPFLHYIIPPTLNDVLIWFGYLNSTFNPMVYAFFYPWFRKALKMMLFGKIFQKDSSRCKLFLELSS
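test system = CHO RD-HGA16 cells bearing hTAAR1 | replication = singlicate | controls = DMSO-only wells and EC80 β-PEA-stimulated wells | reagent = EC80 β-phenethylamine stimulus | read-out basis = percent inhibition of PEA-evoked calcium signal, max/basal emission ratio | schedule = seeding 17-24 h prior, 75-min 37 °C, 30-min RT dye loading | signal = kinetic Fluo-8 calcium fluorescence measurement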
M1 ag: human M1 muscarinic receptor agonism. CHO-K1 hM1, Fluo-8 calcium fluorescence, agonist mode; 0% DMSO, 100% acetylcholine EC100. activation, % at 3 µM. 360,000 tested, 0.33% active. AID 588814;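 active means activation above the run's mean compound activation plus 3 SD, cut at about 16% in these data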;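 further: peak over basal fluorescence ratio within a 140 s kinetic read after compound addition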
TAAR1 ag: human TAAR1 agonism; CHO RD-HGA16 TAAR1, Fluo-8 calcium fluorescence; vehicle wells 0%, saturating PEA agonist 100%; AID 624467; 360,000 tested, 0.99% active; activation, % at 3 µM; Q96RJ0;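 active means activation above the mean activation of all test compounds in the run plus 3 SD, cut at about 38% in these data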
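Test system: RD-HGA16 (CHO) cells co-expressing Gα16 and hTAAR1 | Doses: Single dose, 3 µM | Schedule: 17-24 h seeding, 75 min 37 °C dye, 30 min RT | Evaluation: % activation from peak over basal fluorescence ratio, DMSO-to-PEA scaled | Technique: Kinetic Fluo-8 calcium fluorescence | Benchmarks: Low control DMSO, high control PEA (EC100)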
M1 PAM parental: M1 PAM counterscreen hit in parental CHO-K1 cells | ATP EC20, Fluo-8 calcium fluorescence; 0% at ATP EC20, 100% at ATP max | activation, % at 3 µM | 360,000 tested, 0.02% active;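 active means activation above the run cutoff, the mean activation of all test compounds plus 3 SD, cut at about 40% in these data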;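 further: peak over basal fluorescence ratio in a 140 s read after ATP addition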
CHO-K1 Ca antag: nonselective inhibitor or artifact in parental CHO-K1 cells | ATP-induced calcium, Fluo-8 fluorescence | inhibition, % at 3 µM | 360,000 tested, 0.6% active | AID 602250;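 active means inhibition above a per-plate cutoff, the plate's mean sample inhibition plus 3 SD, cut at about 24% in these data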;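 further: 0% = DMSO plus EC80 ATP and 100% = DMSO alone without ATP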
M1 ag parental: M1 agonist counterscreen hit in parental CHO-K1 cells | activation, % at 3 µM | 360,000 tested, 0.48% active | Fluo-8 calcium fluorescence; scaled to maximal ATP response, vehicle zero; in the data active means activation above about 15%;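 further: untransfected CHO-K1 host cells lacking M1 receptor as counterscreen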
Active calls of the source: *; nt = not tested or not shown.

1. Cc1cc(=O)[nH]c(N/N=C/c2ccc(Cl)c([N+](=O)[O-])c2)n1
2. O=C(CCCN1C(=O)/C(=C/c2cccs2)SC1=S)Nc1cccc(C(=O)O)c1
3. O=C(CC1SCCNC1=O)Nc1ccc(Cl)cc1 (stereo not given)
4. Cc1ccc(-c2n[nH]c(=O)c3ccccc23)cc1S(=O)(=O)NCCO
5. COC(=O)/C=C\C(C#N)(C#N)N=Cc1ccc(OC)cc1
6. CCNC(=O)Cn1c(=O)c2c(ncn2Cc2ccccc2)n(Cc2ccccc2)c1=O
7. Cc1ccc(S(=O)(=O)N(C)CC(=O)N2CCN(Cc3ccccc3)CC2)cc1
8. CCOc1ccc(S(=O)(=O)N2CCCCC2)cc1NC(=O)Cc1cc(OC)c(OC)c(OC)c1
Compound	1	2	3	4	5	6	7	8
CHRM1 PAM	10	13	1	10	9	6	13	-1
CHO parental Ca	0	-10	-17	17	nt	-21	nt	nt
CHRM1 antagonist	-12	-9	0	-9	-6	-6	-7	-1
TAAR1 antag	0	2	-7	9	-10	18	-23	8
M1 ag	-2	-4	-5	0	-1	-3	0	-4
TAAR1 ag	2	11	2	3	0	4	2	1
M1 PAM parental	-8	16	12	10	-14	-6	15	14
CHO-K1 Ca antag	3	-10	-14	-8	9	6	-8	-7
M1 ag parental	0.1	0.8	1.2	0.4	-0.3	0.2	1.4	0.1

9. CC(C)CC(=O)Nc1cc2c3c(c1)C(C)C(=O)N3CCC2 (stereo not given)
10. CCN1C(=O)C(=O)N(Cc2ccc(OC)c(F)c2)C1=O
11. CCN(c1ccccc1)S(=O)(=O)c1ccc(F)cc1C
12. Cn1c(=O)c2c(nc(N3CCOCC3)n2CCCNC2=NCCC2)n(C)c1=O
13. CC(C)c1nn2c(=O)cc(COc3cccc(NC(=O)c4ccco4)c3)nc2s1
14. Cc1cc(C)nc(NC(=O)c2ccc(Br)cc2)n1
15. COc1ccccc1CNC(=O)c1ccc(OCc2c(C)noc2C)c(OC)c1
16. CCOC(=O)c1c(C)n(CCO)c2ccc(O)cc12
Compound	9	10	11	12	13	14	15	16
CHRM1 PAM	5	7	-6	2	1	1	-2	-1
CHO parental Ca	-12	-9	-8	-9	-32	-2	-26	-9
CHRM1 antagonist	-11	-5	-9	-15	-7	-4	-18	4
TAAR1 antag	-11	0	3	2	19	-8	-4	-16
M1 ag	-2	-4	-7	-3	-7	-4	-1	-6
TAAR1 ag	1	-1	14	5	5	5	2	7
M1 PAM parental	13	0	-3	12	19	-2	1	3
CHO-K1 Ca antag	-10	13	11	-2	-10	-5	-13	-3
M1 ag parental	1.9	0.0	0.0	-0.1	2.0	-0.4	0.4	0.1

Reprinted: entries 15–16
15. COc1ccccc1CNC(=O)c1ccc(OCc2c(C)noc2C)c(OC)c1
16. CCOC(=O)c1c(C)n(CCO)c2ccc(O)cc12
Compound	15	16
CHRM1 PAM	-2	-1
CHO parental Ca	-26	-9
CHRM1 antagonist	-18	4
TAAR1 antag	-4	-16
M1 ag	-1	-6
TAAR1 ag	2	7
M1 PAM parental	1	3
CHO-K1 Ca antag	-13	-3
M1 ag parental	0.4	0.1

Continued:
17. CN=C(Nc1cc(C)nn1-c1ccccc1)c1ccccc1F
18. O=C(NCc1ccncc1)C(=O)NCC1OCCN1S(=O)(=O)c1cc(F)ccc1F (stereo not given)
19. O=C(CCl)Nc1ccc(-c2ccccc2)cc1
20. Cc1ccc(Cn2ccc(NC(=O)c3noc4c3CCc3ccccc3-4)n2)cc1
21. O=C(COc1ccccc1)N/N=C/c1ccc2c(c1)OCO2
22. COC(=O)c1[nH]c(C)c(/C(O)=C2\C(=O)C(=O)N(CCN3CCOCC3)C2c2cccnc2)c1C (stereo not given)
23. CC(C)(C)OC(=O)N1CCC[C@H]1C(=O)N/N=C/c1ccc2nccnc2c1
24. CCCCNS(=O)(=O)/C=C/c1ccccc1
Compound	17	18	19	20	21	22	23	24
CHRM1 PAM	6	2	4	11	10	6	0	-7
CHO parental Ca	-16	-15	-12	-17	-3	-1	-5	-2
CHRM1 antagonist	-7	-10	-6	-18	-11	1	-1	14
TAAR1 antag	-14	-2	-23	-8	8	6	-32	-7
M1 ag	-4	-5	-6	-3	1	-4	-3	-5
TAAR1 ag	0	1	10	5	2	17	1	-3
M1 PAM parental	16	21	11	6	-11	14	3	5
CHO-K1 Ca antag	-6	-7	-11	-6	14	-7	-10	18
M1 ag parental	0.1	0.4	0.1	0.1	0.1	0.7	-0.2	9.9

2 entries from above, with bars between the fields:
# | smiles | CHRM1 PAM | CHO parental Ca | CHRM1 antagonist | TAAR1 antag | M1 ag | TAAR1 ag | M1 PAM parental | CHO-K1 Ca antag | M1 ag parental
17 | CN=C(Nc1cc(C)nn1-c1ccccc1)c1ccccc1F | 6 | -16 | -7 | -14 | -4 | 0 | 16 | -6 | 0.1
18 | O=C(NCc1ccncc1)C(=O)NCC1OCCN1S(=O)(=O)c1cc(F)ccc1F (stereo not given) | 2 | -15 | -10 | -2 | -5 | 1 | 21 | -7 | 0.4

Remaining list, next part:
25. O=C(Nc1ccccc1[N+](=O)[O-])C1COc2ccccc2O1 (stereo not given)
26. N/C(=N\OC(=O)Oc1ccccc1)c1ccc([N+](=O)[O-])cc1
27. COc1ccc2c(CN3CCCC3)cc(=O)oc2c1
28. O=C(NC1CCCC1)C(c1ccsc1)N(C(=O)Cc1cccs1)c1cccc(F)c1 (stereo not given)
29. COc1ccccc1-n1c(SCC(=O)N2CCOCC2)nc(O)c(Cc2ccccc2)c1=O
30. NC(=O)CSc1nnc(COc2ccccc2)n1CCc1ccccc1
31. Cc1coc2c(C)c3oc(=O)c(CCC(=O)NCCN4CCOCC4)c(C)c3cc12
32. O=C(c1ccco1)N1CCN(Cc2cc(=O)c(OCc3ccc([N+](=O)[O-])cc3)co2)CC1
Compound	25	26	27	28	29	30	31	32
CHRM1 PAM	-15	2	-6	1	12	3	4	0
CHO parental Ca	-1	4	nt	-8	3	7	-17	-5
CHRM1 antagonist	14	5	-26	-20	-6	5	-3	0
TAAR1 antag	-9	0	3	3	3	-1	-33	-32
M1 ag	-9	-4	-6	-6	0	2	-14	-7
TAAR1 ag	-1	2	-1	0	13	8	1	0
M1 PAM parental	-20	10	4	15	-3	-5	1	11
CHO-K1 Ca antag	7	1	-24	-11	2	-26	6	-13
M1 ag parental	-0.1	0.3	0.2	0.8	0.3	1.7	0.2	0.5

33. Cc1ccc(OCCC(=O)OCC(=O)Nc2ccccc2)cc1
34. COc1ccc(/C=C2\Sc3ccc(C(=O)NCCCN4CCCC4)cc3N(C)C2=O)cc1OC
35. COc1ccc(CN(C(=O)c2ccccc2Br)C2CCS(=O)(=O)C2)cc1 (stereo not given)
36. CN(Cc1ccccc1)C(=O)Cn1nnc(-c2ccccc2)c1COc1ccccc1
37. O=C(NCC(=O)N1CCN(c2ccc(C(F)(F)F)cn2)CC1)c1ccc(Br)o1
38. Cc1ccc(OCCSc2nnc(NC(=O)c3ccco3)s2)cc1
39. Cc1cc2nccc(-c3ccc(OCCCF)cc3)n2n1
40. Cc1cc(Cl)ccc1OC(C)C(=O)Nc1ccc(S(=O)(=O)N2CCOCC2)cc1 (stereo not given)
Compound	33	34	35	36	37	38	39	40
CHRM1 PAM	18	5	4	6	-8	3	8	-4
CHO parental Ca	-10	1	-3	nt	-13	-4	-9	14
CHRM1 antagonist	-5	-3	-3	-6	25	-2	-13	3
TAAR1 antag	-18	-21	-8	-3	-7	-3	-9	31
M1 ag	1	-6	-2	-3	-2	-3	-5	4
TAAR1 ag	-1	7	0	4	2	1	5	23
M1 PAM parental	3	25	3	22	-17	15	5	14
CHO-K1 Ca antag	-5	-9	9	-5	2	-1	-10	-2
M1 ag parental	0.1	0.2	1.8	3.3	4.9	0.4	-0.9	9.2

41. Cn1ccnc1C(=O)c1ccc(Cl)c(S(=O)(=O)N2CCOCC2)c1
42. Cc1noc(C)c1C(=O)N1CCN(S(=O)(=O)c2cccc(Cl)c2Cl)CC1
43. COc1cc(/C=N/S(=O)(=O)CCc2ccccc2)ccc1O
44. Cc1cc(-c2csc(NC(=O)c3ccc(=O)[nH]c3)n2)c(C)n1Cc1ccccc1
45. CC(C(=O)NCC1CCCCC1)N1CCc2ccccc2C1 (stereo not given)
46. Cn1c2c(c(=O)[nH]c1=O)C(c1cccc(O)c1)C1=C(N2)c2ccccc2C1=O (stereo not given)
47. CCN(c1ccc(OC)cc1)S(=O)(=O)c1nnc(NC(=O)COc2ccc(F)cc2)s1
48. CCN(CC)S(=O)(=O)c1ccc(/C=C/C(=O)OCC(=O)Nc2cccc3ccccc23)cc1
49. COc1ccc(/C=C/C(=O)NCCOc2ccc(C)cc2)cc1
50. COc1cccc(NC(=O)CN(C)C(=O)Cc2ccc3c(c2)CCC3)c1
Compound	41	42	43	44	45	46	47	48	49	50
CHRM1 PAM	2	18	-6	6	3	2	0	-2	6	2
CHO parental Ca	-5	-25	-6	6	-17	nt	1	-10	-1	-16
CHRM1 antagonist	1	-19	26	4	-10	3	-3	1	-5	-2
TAAR1 antag	-15	-12	23	-14	13	7	-4	1	-7	-7
M1 ag	-3	-2	-4	-8	-5	-5	0	-6	-7	-4
TAAR1 ag	2	0	6	0	9	11	-2	2	4	1
M1 PAM parental	4	1	-8	14	28	3	7	-1	-8	14
CHO-K1 Ca antag	-12	-10	22	-9	-18	1	-1	5	-1	-14
M1 ag parental	0.6	0.5	-0.3	0.2	1.8	-0.7	1.4	0.7	0.6	2.1

Source: PubChem
